# Screening data: PubChem, National Center for Advancing Translational Sciences (NCATS)
# HCMV inh: blocks human cytomegalovirus replication; HFF cells, HCMV-luciferase reporter, 72 h; stronger effect = lower value; activity change, negative = inhibition, % at 57.5 µM; 4.5% of 410,000 active; in the data active means activity change below about -60%; inconclusive means no clear call, values can overlap the other calls; inactive means above about -39%
#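 Cell-based, HFFs, 1000 cells/well, 16 h 37C; cpds in DMSO + HCMV-luc, MOI 1 PFU/cell; 72 h 37C; OneGlo luminescence after 5 min RT; norm. to buffer vs Salinomycin 10uM.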
# Starred values were filed as active, the others as inactive; u = inconclusive. On the % scale 0 is the no-effect control and ±100 the full control effect. Some of the compounds tested; rates above refer to the full screens.
SMILES,HCMV inh
O=C(NCc1ccncc1)[C@@H]1CCCN1C(=O)[C@@H]1CCCN1C(=O)c1cccc2ccccc12,-6
COc1cccc(CNc2nc(NCc3cccs3)nc3ccsc23)c1,u
O=C(Nc1ccc2c(c1)OCCO2)C1c2ccccc2OCC(=O)N1Cc1ccco1 (stereo not drawn),-8
Cc1c(N=O)c(-c2ccccc2)n(O)[n+]1[O-],18
CCOc1ccc(CCN2C(=O)C(=O)N([C@@H](CC(C)C)CN3CCC[C@@H]3CN3C(=O)C(=O)NC[C@@H]3CC(C)C)C[C@@H]2Cc2ccccc2)cc1,-14
CCOC(=O)[C@]12CCCC=C1N(Cc1ccc(Cl)cc1Cl)C(=O)[C@H](CC(=O)NCCC(C)C)C2,-15
CC(=NOC(=O)c1ccc(Cl)cc1)c1nccs1,17
Cc1ccc(C)c(C(O)c2ncc(-c3ccccc3Cl)[nH]2)c1 (stereo not drawn),12
C[C@H]1CN([C@@H](C)CO)C(=O)c2cc(Br)cnc2O[C@H]1CN(C)C(=O)C1CC1,10
COCCCNC(=O)c1cccc2c(-c3ccc(OC)cc3C)coc12,u
CCCNC(=O)C1(C)CCN(Cc2csc3ccccc23)C1 (stereo not drawn),-11
O=C(CCNC(=O)c1ccc([N+](=O)[O-])cc1)Nc1cc(C(F)(F)F)ccc1N1CCOCC1,-15
O=C(NCc1ccccc1)[C@H]1[C@H](CO)[C@H]2Cn3c(cccc3=O)[C@H]2N1Cc1ccccc1F,-5
C[C@@H]1CNC(=O)c2c(C(=O)N3CCN(c4ccccc4)CC3)ncn21,-5
C[C@H]1CN([C@@H](C)CO)S(=O)(=O)c2ccc(Br)cc2O[C@@H]1CN(C)C(=O)c1cccnc1,1
CCN(CC)C(=O)c1cccc(-c2csc(C(O)(c3ccccc3)C(F)(F)F)n2)c1 (stereo not drawn),u
Cc1ccn(CC(=O)N2CCCC(N3CCN(c4cccc(C(F)(F)F)c4)CC3)C2)n1 (stereo not drawn),35
CCOC(=O)c1cccc(C2=C(CNC(=O)c3ocnc3C)[C@H]3CC[C@@H](C2)N3Cc2ccccc2)c1,15
C[C@H]1CN([C@@H](C)CO)C(=O)CCCn2cc(nn2)CO[C@@H]1CN(C)C(=O)Nc1ccccc1,24
CCCNC(=O)N1[C@@H]2Cn3c(cccc3=O)[C@H]1[C@@H](C(=O)NCC(F)(F)F)[C@@H]2CO,9

# Structures from the list above that contain a thiophene ring, fused or not (two):
SMILES,HCMV inh
COc1cccc(CNc2nc(NCc3cccs3)nc3ccsc23)c1,u
CCCNC(=O)C1(C)CCN(Cc2csc3ccccc23)C1 (stereo not drawn),-11

# Entries above that have a Cl atom:
SMILES,HCMV inh
CCOC(=O)[C@]12CCCC=C1N(Cc1ccc(Cl)cc1Cl)C(=O)[C@H](CC(=O)NCCC(C)C)C2,-15
CC(=NOC(=O)c1ccc(Cl)cc1)c1nccs1,17
Cc1ccc(C)c(C(O)c2ncc(-c3ccccc3Cl)[nH]2)c1 (stereo not drawn),12

# The results go on.
SMILES,HCMV inh
N#Cc1ccc(Nc2nc(-c3ccccc3)cs2)cc1,8
CC1(C(=O)NC2CCN(Cc3ccccc3)CC2)CCN1CCc1ccccc1 (stereo not drawn),u
CCCNC(=O)C1(C)CCN(Cc2ccc(-c3ccccn3)cc2)C1 (stereo not drawn),39
C[C@@H]1CN([C@H](C)CO)C(=O)CCCn2nncc2CO[C@H]1CN(C)S(=O)(=O)c1ccc(Oc2ccccc2)cc1,-8
COc1cc(/C=C/CNC[C@H]2O[C@@H](n3cnc4c(=O)[nH]c(N)nc43)[C@H](O)[C@@H]2O)ccc1O,-5
CCc1nc2ccc(C(=O)NCc3ccccc3OC)cn2c1N(C)Cc1ccc(OC)cc1,u
C[C@@H]1CCCCO[C@H](CN(C)Cc2ccc(C(=O)O)cc2)[C@H](C)CN([C@@H](C)CO)C(=O)c2cc(NC(=O)Nc3ccc(C(F)(F)F)cc3)ccc2O1,10
COc1ccc(NC(=O)c2cc(C3CCCCN3S(=O)(=O)c3ccc(F)cc3F)on2)c(C)c1 (stereo not drawn),u
CC1(C(=O)NS(=O)(=O)c2ccccc2)CCN1C(=O)C1(c2ccc(Cl)cc2)CC1 (stereo not drawn),-9
CN(c1cc2c(c3c1ccn3C)C1CCC2C1)C1CCCCC1 (stereo not drawn),10
CN(C)C1CN(Cc2cn(Cc3ccc(F)cc3)nn2)S(=O)(=O)C1 (stereo not drawn),8
O=C1NC(Cc2ccc(O)cc2)c2nc3cc(F)c(F)cc3c(=O)n2-c2cc3ccccc3cc21 (stereo not drawn),-19
CC1=C(C(=O)N(C)C)CC(CC(=O)NC(c2ccccc2)c2ccccc2)C(=O)N1CCC1=CCCCC1 (stereo not drawn),-2
CCOc1ccc(N2CC(C(=O)Nc3cccc(S(=O)(=O)N4CCOCC4)c3)CC2=O)cc1 (stereo not drawn),-19
O=C(c1[nH]c(C(F)(F)F)nc1-c1ccccc1)N1CCN(C/C=C/c2ccccc2)CC1,-17
COc1cc(C)ccc1OCc1cc(C(=O)NC(c2ccccn2)C(F)(F)F)no1 (stereo not drawn),16
O=C1NC[C@@H](CCCCN2CCN(CCC3CCCCC3)C(=O)C2=O)N(CCC2CCCCC2)C1=O,-11
O=C(O)c1cscc1Cc1cccs1,-7
Cc1ccc(CN(C)C(=O)CCNC(=O)c2ccc(Cl)cc2)o1,4
Cc1cc(S(=O)(=O)NC[C@H]2O[C@@H](n3ccc(N)nc3=O)[C@H](O)[C@@H]2O)c(C)s1,18
COc1cc(OC)cc(C(=O)NCC2CCN(C(=O)C(=O)c3cccs3)CC2)c1,8
COc1ccccc1-c1ccc([C@@H]2C[C@H]3[C@H](CON3C)CN2C(=O)c2ccc(-c3ccccc3)cc2)cc1,-9
Fc1cccc(Cc2c(-c3cccc(Cl)c3)nc3ccc(Br)cn23)c1,32
Cc1ccc2nc(-c3ccc(C#N)cc3)c(Cc3ccccc3C(F)(F)F)n2c1,0
O=C(NCc1ccco1)c1cccc(-c2ccc3nncn3c2)c1,16
CCCCCCN1C[C@H](O)[C@@H](n2cc(COC(=O)c3ccccc3)nn2)C[C@@H]1c1ccc(Cl)cc1,46
O=C(Cn1nnc(N2CCCCC2)n1)NN=Cc1ccccc1O,-2
COC(=O)/C=C/[C@@H]1CCCN1c1ccc(OC)cc1,5
Nc1[nH]c(C(=O)c2ccccc2)c(-c2ccccc2C(F)(F)F)c1C(=O)NCCc1cccs1,6
O=c1ccc2ccccc2c2ccccc12,-99*
N#Cc1c(NC(=O)COC(=O)C2=COCCO2)sc2c1CCCC2,5
COc1ccc(C(=O)OCc2cc(=O)oc3cc(C)ccc23)cc1S(=O)(=O)N1CCOCC1,-21
COc1ccc2c3c(n(C)c2c1)[C@@H](CO)N(Cc1cc(F)ccc1F)CC31CN(C(C)=O)C1,-36
C[C@H]1COc2cccc(N3CCCC3)c2S(=O)(=O)N1,-16
O=C(NC1CCCCC1)N1Cc2cc(N3CCCCC3)ccc2-n2nncc2C1,41
C[C@H](NC(=O)C1CCN(S(=O)(=O)c2ccccc2)CC1)C(=O)NC1CC1,70
C(=NN=Cc1c[nH]c2ccccc12)c1c[nH]c2ccccc12,45
C[C@@H]1Cn2cnc(C(=O)Nc3cccc(Cl)c3)c2C(=O)N1,1
CCCCN(C=O)c1c(CC)nc2ccc(C(=O)NCCN(C)C)cn12,8
C[C@H](CO)N1C[C@H](C)[C@@H](CN(C)Cc2ccc3cccnc3c2)OCc2cnnn2CCCC1=O,-1

# Look-ups from the results shown:
# HCMV inh, CCCNC(=O)N1[C@@H]2Cn3c(cccc3=O)[C@H]1[C@@H](C(=O)NCC(F)(F)F)[C@@H]2CO = 9
# HCMV inh, CC1(C(=O)NS(=O)(=O)c2ccccc2)CCN1C(=O)C1(c2ccc(Cl)cc2)CC1 (stereo not drawn) = -9
# HCMV inh, COc1cc(OC)cc(C(=O)NCC2CCN(C(=O)C(=O)c3cccs3)CC2)c1 = 8

# Carrying on:
SMILES,HCMV inh
O=C(NCc1ccccc1Cl)[C@H]1CCCN1C(=O)[C@H]1CCCN1C(=O)c1ccccc1,15
COc1cc2nc(CN3CCN(S(=O)(=O)c4ccccc4[N+](=O)[O-])CC3)[nH]c(=O)c2cc1OC,-33
O=C(c1ccccc1Cl)N1CCSCCS1(=O)=O,-16
Cc1cccc(C)c1-n1nnnc1C(c1ccnc2ccccc12)N(C)Cc1ccc(Cl)c(Cl)c1 (stereo not drawn),-24
O=C(/C=C/[C@H]1O[C@@H](n2cnc3c(NC(=O)c4ccccc4)ncnc32)[C@H](O)[C@@H]1O)NCCCc1ccccc1,20
O=C1CCCCC1CN1CCCCC1 (stereo not drawn),36
COc1ccccc1-c1cc2c(c3c1ccn3C)C1CCC2O1 (stereo not drawn),-15
Cn1c(=O)c2c(ncn2CCOC(=O)C(C)(C)Oc2ccc(Cl)cc2)n(C)c1=O,25
CC(C)(C)C(=O)N1Cc2cc(N3CCCCC3)ccc2-n2nncc2C1,-2
COC(=O)C1=CN(c2ccc(F)cc2)C(N)=C(C#N)C1c1ccc(-c2ccccc2)cc1 (stereo not drawn),-13
COc1ccc(C(O)c2ncc(-c3ccccc3)[nH]2)cc1F (stereo not drawn),-101*
COc1ccc(-c2ccc(C(=O)Nc3ccc(OC)nc3)c3occc23)c(C)c1,u
CC1(CCCc2ccc(N(CCCl)CCCl)cc2)NC(=O)NC1=O (stereo not drawn),u
COc1ccc(CCC(=O)N2c3ccccc3N=C(c3ccc4c(c3)OCO4)C2C(=O)Nc2ccc(OC)cc2)cc1 (stereo not drawn),133
CC(C)(C)c1nnc(NC(=O)CCC2CCCCC2)s1,20
Cc1cccc(C)c1NC(=O)C1(C)CCC(=O)N1CCCn1ccnc1 (stereo not drawn),24
CCOC(=O)[C@]12CCCC=C1N(Cc1cccc3ccccc13)C(=O)[C@H](CC(=O)NCCc1ccccc1OC)C2,20
O=C(C1CC=CCC1)N1CCCCCC1 (stereo not drawn),-11
O=C(NCC1CC1)c1ccc2sc([C@@H]3O[C@H](CO)[C@H](O)[C@H](O)[C@H]3O)nc2c1,14
COC(=O)c1cccc(CN2C(=O)C(C)Sc3ccc(C)cc32)c1 (stereo not drawn),-1

# Molecules above containing two or more sulfur atoms:
SMILES,HCMV inh
COc1cccc(CNc2nc(NCc3cccs3)nc3ccsc23)c1,u
O=C(O)c1cscc1Cc1cccs1,-7
Cc1cc(S(=O)(=O)NC[C@H]2O[C@@H](n3ccc(N)nc3=O)[C@H](O)[C@@H]2O)c(C)s1,18
O=C(c1ccccc1Cl)N1CCSCCS1(=O)=O,-16

# (continued)
SMILES,HCMV inh
O=C(NCC1CCCCC1)c1[nH]c(C(F)(F)F)nc1-c1ccccc1,-15
COc1cc(NC(=O)COc2cc(C)cc3oc(=O)cc(C)c23)cc(OC)c1OC,21
CCCC(=O)Nc1ccc2c(c1)nc(CCN1CCC(C)CC1)n2C,-10
C[C@H]1CN([C@@H](C)CO)C(=O)CCCn2cc(nn2)CO[C@@H]1CN(C)C(=O)Nc1ccccc1C(F)(F)F,-6
Cc1cccc(C)c1NC(=O)CN1CCN(C(=O)c2cc(C3CC3)nn2-c2ccccc2)CC1,-25
CC(C)(C)c1ccc(Nc2n[nH]c3ccccc23)cc1,-7
CCCCOCC1CN(CCCC)S(=O)(=O)c2c(Oc3ccc(C(C)C)cc3)cccc2O1 (stereo not drawn),-5
C[C@@H]1CN([C@@H](C)CO)C(=O)CCCn2nncc2CO[C@H]1CN(C)S(=O)(=O)c1ccc(Oc2ccccc2)nc1,-4
Cc1cc2c(c(=O)o1)C1(C)CC(C)(O2)c2c(cc(C)oc2=O)O1,-11
COc1ccc(-c2ccc(C(=O)NCCN3CCOCC3)c3occc23)c(C)c1,-5
CN(C)[C@H]1CCN([C@@H]2CS(=O)(=O)N[C@H]2COCc2ccccc2)C1,-9
CSc1ccc(CN2CCC(N3CCC(C(=O)NC4CC4)CC3)CC2)cc1,-12
COc1ccc(NC(=O)N(C)C[C@H]2OCc3cnnn3CCCC(=O)N([C@@H](C)CO)C[C@H]2C)c(OC)c1,1
O=C(NCc1ccccc1)c1cc(C2CCCN(C(=O)CCc3ccccc3)C2)on1 (stereo not drawn),24
O=C(Nc1cccc2cccnc12)c1ccc2sc([C@@H]3O[C@H](CO)[C@H](O)[C@H](O)[C@H]3O)nc2c1,9
CCC(=O)N[C@H]1CC[C@@H](CCn2cc(C3CC3)nn2)O[C@@H]1CO,-9
O=C1NC[C@H](CCCCN2C[C@H](Cc3ccc(O)cc3)N(Cc3ccccc3)C(=O)C2=O)N(CC2CCCCC2)C1=O,4
CC(C)NC(=O)C1(C)Cc2c(-c3ccc(C(N)=O)cc3)ccnc2O1 (stereo not drawn),19
CCCCCNC(=O)C(C1CC1)n1c(=O)c(-c2ccccc2)nc2ccccc21 (stereo not drawn),-69*
O=C(OCC(=O)c1c[nH]c2ccccc12)c1ccc(F)c(S(=O)(=O)N2CCOCC2)c1,38
COc1ccc(CN2C[C@@H](CO)O[C@@H](n3cnc4c(NCc5ccco5)ncnc43)C2)cc1,8
CC(C)[C@H]1COCCS(=O)(=O)N1Cc1ccccc1-c1cccc2c1sc1ccccc12,-19
CCOC(=O)C1CSCCS(=O)(=O)N1Cc1ccc(C)cc1 (stereo not drawn),23
CNc1cc(-c2cccc(C(=O)N3CCOCC3)c2)ncn1,58
O=C(CN1CCN(C(=O)c2ccco2)CC1)Nc1cc(S(=O)(=O)N2CCCC2)ccc1Cl,-10
COc1ccc(NC(=O)N(C)C[C@H]2Oc3cc(Br)ccc3S(=O)(=O)N([C@H](C)CO)C[C@@H]2C)cc1,-12
CC1CCCC(NC(=O)CCN2C(=O)COc3ccccc32)C1C (stereo not drawn),42
